Assay outcomes (PubChem)
Tb PFK block = blocks T. brucei phosphofructokinase | O15648 | T. brucei PFK, ADP-Glo luminescence | Potency, µM (titrated, usually from 57.5 µM), without a hit: at the top dose activity, negative = inhibition, hits mostly inhibitors | 0.17% of 330,000 active | AID 485367;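 further: potency means the concentration at half of the fitted maximal effect; 0% = uninhibited 1x PFK enzyme wells and -100% = no-enzyme wells; nearly all actives have a fitted effect of over 60% in size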
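1.25 nM PFK with 0.5 mM F6P and 0.1 mM ATP in 0.1 M TEA pH 8.0, 5 mM MgCl2, incubated 45 min at room temperature; ADP measured by ADP-Glo luminescence; compounds titrated up to 57 uM.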
a7 integrin act = activates integrin-mediated alleviation for muscular dystrophy; alpha7betagal myoblasts, beta-gal FDG fluorescence, 48 h; Potency, µM (doses to about 38.3 µM), inactives show top-dose activation, actives largely listed as activators; 0.064% of 350,000 active; AID 624291;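 further: potency means the concentration at half of the fitted maximal effect; 100% = response of the positive control SU9516; nearly all actives have a fitted effect of over 60% in size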
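Alpha7betagal+/- myoblasts (passage 13) were plated 16-24 hr, then exposed to compounds (1:260 dilution of DMSO stock) for 48 hours at 37C. After MPER lysis, β-galactosidase reporter activity was read as FDG fluorescence (ex 480/em 540) after 30 minutes.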
Coupling enz = counter-screen for Giardia aldolase inhibitors: coupling enzyme system; coupling enzyme system counterscreen, AmpLite Red fluorescence; activity change, negative = inhibition, % at 58.2 µM, hits read low; 0.67% of 290,000 active; in the data active means activity change below about -30%; further: on the % scale 0 is the no-effect control and ±100 the full control effect
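Fluorescence at 525 nm excitation and 598 nm emission measured inhibition of the coupled detection system without aldolase. Compounds (at 57.5 uM final) were preincubated 10 min at room temperature with coupling enzyme reagent before a 20 min substrate/AmpLite Red step.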
Menin-MLL TR inh = menin-MLL binding inhibition, Texas Red mutant peptide; Menin + Texas Red MLL mutant peptide, fluorescence polarization; Potency, µM (top dose mostly 61.6 µM), without a hit: at the highest dose FP activity change, negative = inhibition, usual class: inhibitors; 0.23% of 270,000 active; active means well fitted inhibition curve with a large enough effect in the polarisation, with a control signal flat, not every such curve was filed as active; inconclusive means small, poorly fitted or top-dose-only effect, or effect the other way, or a change in a side signal; inactive means no such curve, though single readings can be large or run the other way; the % refers to the polarisation; further: potency means the concentration at half of the fitted maximal effect; % of control where 0% means no effect; many of its hits are not listed in these tables
Giardia killer = Giardia lamblia killing; AID 540267; 0.15% of 340,000 active; activity change, % at 7.66 µM, hits read low; Giardia lamblia trophozoite viability; in the data active means activity change below about -80%; inconclusive means between about -30% and that limit;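 further: parasites exposed to compound for two days anaerobically before the ATP read; on the % scale 0 is the no-effect control and ±100 the full control effect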
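Compounds were tested on trophozoites seeded at 100 cells/well and held 48 hrs at 37 deg C anaerobically. An ATP-based luminescent kit measured the remaining live cells.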
B2AR arrestin = agonists driving beta-arrestin recruitment to human beta2-adrenergic receptor | P07550 | beta-arrestin recruitment to beta2AR, cell-based reporter | Potency, µM (highest dose often 46.1 µM), for the others: top-dose activation, most hits filed as activators | 0.02% of 330,000 active;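 further: potency means the concentration at half of the fitted maximal effect; 0% = DMSO controls and full agonism = EC100 isoproterenol or metaproterenol; nearly all actives have a fitted effect of over 65% in size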
Target sequence (P07550 whole entry, looked up): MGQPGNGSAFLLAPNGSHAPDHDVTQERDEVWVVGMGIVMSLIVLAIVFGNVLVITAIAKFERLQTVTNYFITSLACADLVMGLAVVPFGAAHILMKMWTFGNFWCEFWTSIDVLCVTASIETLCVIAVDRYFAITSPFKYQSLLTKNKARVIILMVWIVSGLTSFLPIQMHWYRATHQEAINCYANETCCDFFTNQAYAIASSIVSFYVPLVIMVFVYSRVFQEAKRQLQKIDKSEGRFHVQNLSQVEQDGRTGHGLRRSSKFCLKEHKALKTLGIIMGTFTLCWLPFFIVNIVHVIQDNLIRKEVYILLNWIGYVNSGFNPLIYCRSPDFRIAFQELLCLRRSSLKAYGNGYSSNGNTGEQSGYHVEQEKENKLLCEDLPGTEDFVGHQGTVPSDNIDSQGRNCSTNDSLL
PKM2 activator = activators of human pyruvate kinase M2; purified PKM2, Kinase-Glo ATP luminescence, activation; response scale: 0% is enzyme alone, no compound; Potency, µM (titrated, usually from 57.5 µM), without a hit: top-dose activation, usual class: activators; 0.34% of 260,000 active; P14618; further: potency means the concentration at half of the fitted maximal effect; on the % scale 0 is the no-effect control and ±100 the full control effect; nearly all actives have a fitted effect of over 55% in size
Target sequence (P14618 whole entry, looked up): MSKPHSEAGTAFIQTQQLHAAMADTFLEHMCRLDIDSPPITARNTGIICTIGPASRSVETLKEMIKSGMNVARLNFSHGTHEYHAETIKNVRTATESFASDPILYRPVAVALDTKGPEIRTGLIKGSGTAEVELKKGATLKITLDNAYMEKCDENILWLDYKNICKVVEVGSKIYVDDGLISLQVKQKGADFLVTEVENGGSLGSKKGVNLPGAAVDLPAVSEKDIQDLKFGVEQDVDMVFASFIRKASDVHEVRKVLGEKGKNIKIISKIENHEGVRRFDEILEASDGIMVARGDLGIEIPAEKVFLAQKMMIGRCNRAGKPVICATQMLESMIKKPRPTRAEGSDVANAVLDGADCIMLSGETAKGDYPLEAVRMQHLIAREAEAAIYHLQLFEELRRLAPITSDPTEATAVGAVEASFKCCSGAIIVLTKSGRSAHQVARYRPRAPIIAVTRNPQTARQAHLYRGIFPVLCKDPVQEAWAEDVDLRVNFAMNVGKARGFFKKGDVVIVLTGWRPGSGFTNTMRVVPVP
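Kinase-Glo luminescence reports ATP generated from ADP (0.1 mM) and PEP (0.5 mM) by purified hPK-M2 after 1 h at room temperature, pH 7.2 imidazole buffer; intermediate enzyme activity allows detecting inhibitors and activators.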
Chronic BCR inh = inhibitors of chronic active B-cell receptor signaling; 0.05% of 340,000 active; Potency, µM (doses to about 46.1 µM), without a hit: at the top dose ratio change, negative = lower green/red ratio, usual class: inhibitors; ABC-DLBCL IkBa-CBG/CBR reporter, luminescence ratio, 4 h; active means well fitted inhibition curve with a large enough effect in the signal ratio, with a control signal flat, not every such curve was filed as active; inconclusive means small, poorly fitted or top-dose-only effect, or effect the other way, or a change in a side signal; the % refers to the signal ratio;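 further: potency means the concentration at half of the fitted maximal effect; plate controls were basal doxycycline-induced cells for no effect and cells given 10 µM MG132 for full effect; MG132 reads +100%, hits lower the ratio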
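TMD8 ABC-DLBCL cells carrying doxycycline-inducible green luciferase fused to IkappaBalpha plus unfused red luciferase were exposed to compounds (up to 46 uM) for 4 hrs at 37C. Activity came from the overlap-corrected green/red luminescence ratio.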
ASM inhibitor = inhibitors of human secretory acid sphingomyelinase | P17405 | placental ASM, HMU-PC fluorogenic substrate, 60 min | Potency, µM (top dose mostly 57.5 µM), for the others: at the top dose activity change, negative = inhibition, most hits filed as inhibitors | 0.006% of 340,000 active; further: potency means the concentration at half of the fitted maximal effect
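qHTS format. ASM enzyme prepared from human placenta hydrolyses the fluorogenic substrate HMU-PC0 (9 uM final) over 60 min at 37 °C after a 10 min compound preincubation.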
GALK inh = galactokinase (human) inhibition. P51570. Purified GALK, Kinase-Glo residual ATP luminescence. Potency, µM (titrated, usually from 57.5 µM), for inactives: at the top dose activity change, negative = inhibition, most hits filed as inhibitors. 0.007% of 270,000 active. AID 1868; further: potency means the concentration at half of the fitted maximal effect; on the % scale 0 is the no-effect control and ±100 the full control effect
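GALK at 5 nM final was combined with compound, 35 uM ATP and 100 uM galactose in HEPES pH8.0 with MgCl2 and DTT. The reaction ran one hour at room temperature before luminescent ATP detection.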
TSG101-PTAP inh = blocks PTAP/TSG101 interaction to inhibit HIV-1 budding; Q99816; Fluorescence polarization, FITC-PTAP peptide / Tsg101 binding; Potency, µM (titrated, usually from 115 µM), without a hit: at the highest dose activity change, negative = inhibition, actives largely listed as inhibitors; 340,000 tested, under 10 active; active means well fitted inhibition curve with a large enough effect in the main read-out, with a control signal flat, not every such curve was filed as active; inconclusive means small, poorly fitted or top-dose-only effect, or effect the other way, or a change in a side signal; inactive means no such curve, though single readings can be large or run the other way; further: potency means the concentration at half of the fitted maximal effect; % of control where 0% means no effect
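Fluorescence polarization binding of Tsg101 binding domain (10 uM final) to FITC-labeled PTAP peptide (50 nM final) in HEPES pH 7.5 buffer with NaCl, Tween 20, EDTA, TCEP. Compounds added before peptide; binding 20 min at RT.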
An asterisk follows results filed as active; ? = inconclusive; · = no result given; & = joins results of further samples; [ ] = dose if it differs, or a comment. Unless noted, the call rests on the fitted dose curve; in most records, active means well fitted curve in the direction sought with a large enough effect; inconclusive means small, poorly fitted or top-dose-only effect, or another doubt; inactive means no such curve, though single readings can be large; an effect the other way counts as inactive or inconclusive. Some of the compounds tested; count on the stated rates, not on these rows.

SMILES | Tb PFK block | a7 integrin act | Coupling enz | Menin-MLL TR inh | Giardia killer | B2AR arrestin | PKM2 activator | Chronic BCR inh | ASM inhibitor | GALK inh | TSG101-PTAP inh
COc1ccccc1N1CCN(C(=O)CCn2c(=O)[nH]c3ccsc3c2=O)CC1 | 0% | -8% | 2 | 0% | -1 | -0.7% | 0% | -8% | 2% | 1% | -4%
O=C(CC1SC(=O)N(Cc2ccccc2Cl)C1=O)Nc1nccs1 (stereo not drawn) | 2% | 32% | 2 | · | 13 | -0.2% | 5% | 13% | -1% | 4% | -3%
Cc1ccc(CN2C(=O)CCC2C(=O)NCC2CCCO2)cc1 (stereo not drawn) | -2% | -9% | -2 | 7% | -11 | -0.2% | 0% | 6% | 4% | 1% | -5%
O=C(c1cccn2c(=O)c3cc(Cl)ccc3nc12)N1CCN(Cc2ccc3c(c2)OCO3)CC1 | -6% | ? | 1 | -10% | 3 | 0.0% | 2% | 3% | 300%[activator] | -1% | -8%
COCCCN1C(=O)c2ccc(C(=O)NCc3ccccn3)cc2C1=O | 2% | 9% | · | · | -3 | 0.2% | · | 6% | 4% | -2% | 0%
COc1ccccc1N1CCN(C(=O)/C=C/c2c(Cl)nc3ccccn23)CC1 | 2% | -6% | -1 | -19% | 16 | 0.0% | 1% | -1% | -3% | 1% | -9%
O=C(OCCc1cc2ccccc2c(=O)o1)c1ccco1 | -1% | -2% | · | · | -16 | 0.0% | · | ? | 3% | · | -2%
O=C(COc1coc(CN2CCc3ccccc3C2)cc1=O)Nc1ccc(F)cc1F | 0% | -10% | · | · | 12 | -0.1% | · | -5% | -1% | · | -5%
O=C(c1ccccc1)N1CCN(C(=O)N2CCCCC2)CC1 | -2% | 21% | 3 | -4% | -6 | -0.5% | 9% | 0% | 1% | 2% | -2%
Cc1cc(C(=O)CSc2nnnn2-c2ccccc2)c(C)n1CCc1ccccc1 | 2% | 8% | 0 | -7% | 7 | -0.1% | -1% | -18% | -3% | 0% | -2%
CCC(=O)Nc1ccc(NC(=O)CSc2nnnn2C2CCCC2)cc1C | -4% | 2% | 0 | -11% | 4 | -0.6% | -10% | -3% | 2% | 13% | -3%
O=C(Nc1ccnn1C1CCN(C2CCCCC2)CC1)c1cccc(F)c1 | -3% | 3% | 4 | -16% | 15 | 0.1% | -17% | -3% | 3% | · | -8%
Cc1cnccc1CNC(=O)CC1C(=O)NCCN1CC(C)(C)C (stereo not drawn) | 1% | -4% | -13 | -13% | 5 | -0.4% | 2% | -1% | 7% | -2% | -3%
Cc1ccc(Sc2ncccc2COC(=O)Nc2ccccc2)cc1 | -1% | -10% | -4 | -17% | 10 | 0.2% | -1% | -11% | -18% | -3% | -3%
C/C(=N/NC(=O)c1cccs1)c1cccc(N)c1 | -3% | -9% | -1 | 13% | 2 | -0.3% | -7% | ? | 1% | 6% | -2%
O=C(Nc1nccs1)c1cc2sccc2n1Cc1ccc(Cl)cc1 | -1% | -9% | -1 | ? | -6 | -0.4% | 2% | ? | 5% | 2% | -1%
CCN1CCCC(OC(=O)c2cc(-c3ccccc3Cl)nc3ccccc23)C1 (stereo not drawn) | -4% | -20% | 0 | -13% | 7 | 0.3% | -6% | -5% | 0% | 6% | -2%
COc1ccc(/C=C(/NC(=O)c2ccccc2)C(=O)N/N=C/c2ccncc2)c(OC)c1 | 3% | -8% | 4 | -8% | -13 | -1.3% | 5% | 0% | -3% | · | -6%
Cc1ccccc1Nc1nccc(N(C)C)c1C#N | 4% | 15% | 2 | -18% | 3 | -0.8% | 0% | 3% | -1% | -2% | 0%
COCCNC(=S)Nc1cc2oc3ccccc3c2cc1OC | 2% | -23% | -2 | 27% | 8 | 6.5% | -1% | 5% | -5% | -1% | 0%
CC1(C)Cc2cccc(OCC(N)=O)c2O1 | -9% | 1% | 3 | 30% | -8 | -0.9% | -2% | -6% | 0% | 0% | -1%
CCOC(=O)CN1CCC(c2cc(-c3ccc(Cl)cc3)n[nH]2)CC1 | -2% | -15% | -3 | -18% | 4 | -0.2% | · | -4% | 3% | 2% | -2%
Cc1ccc(S(=O)(=O)NCC(=O)OCC(=O)Nc2ncc(Cl)cc2Cl)cc1 | 3% | 0% | 1 | -15% | 0 | -0.5% | -8% | 14% | -2% | 2% | -1%
Cc1cc(S(=O)(=O)N2CCCCC2CCNC(=O)C(=O)NCC2CCCO2)ccc1F (stereo not drawn) | 4% | 30% | · | · | 6 | -0.6% | · | -2% | -1% | · | -3%
CC(NC(=O)CN(c1cccc(C(F)(F)F)c1)S(C)(=O)=O)c1ccccc1 (stereo not drawn) | 1% | -14% | 1 | 16% | -7 | 0.6% | -2% | 0% | 0% | 7% | 1%
CCn1cc(CN2CCN(CCC(C)C)C(CCO)C2)c2ccccc21 (stereo not drawn) | 1% | -12% | 0 | -13% | 6 | 0.5% | 3% | 0% | 4% | 3% | -4%
Cc1cccc(C(=O)NC2CCCc3ccccc32)c1 (stereo not drawn) | 2% | · | 1 | 1% | · | -0.7% | 0% | -22% | · | -1% | ·
CCn1nnc(NC(=O)c2cccnc2Cl)n1 | 3% | 9% | 3 | 8% | 5 | -0.1% | 6% | ? | 8% | 1% | -4%
COc1ccc(NC(=O)CSCC(=O)Nc2cc(Cl)ccc2N2CCOCC2)cc1 | 20% | -4% | · | · | -7 | -0.2% | · | 8% | -3% | · | -1%
Cc1cc(C)n(CC(O)CN2c3ccccc3Sc3ccccc32)n1 (stereo not drawn) | -1% | -3% | -1 | -22% | 2 | 9.0% | -2% | ? | -7% | -1% | -3%
COC(=O)c1nnn(CC(=O)NC(=O)Nc2cccc(C)c2C)c1C(=O)OC | 0% | 0% | 0 | 0% | -11 | 0.0% | 0% | -1% | -2% | · | 1%
COc1cc(/C=C/C(=O)Nc2cccc(S(=O)(=O)NC3=NCCCCC3)c2)ccc1OCC#N | -2% | 8% | · | · | -7 | -0.1% | · | ? | -5% | · | 1%
CC(C)(CC(=O)O)CC(=O)N1CCCN(c2nc3ccc(Cl)cc3s2)CC1 | -3% | 18% | 3 | · | -1 | -0.5% | 0% | 1% | 0% | 3% | 0%
O=C(c1ccco1)N1CCN(c2ccc(S(=O)(=O)N3CCCC3)cc2)CC1 | -5% | -7% | 2 | 4% | 9 | -1.1% | 4% | 4% | -2% | 6% | 0%
COc1cc(/C=N/N=C/c2cc(OC)c(O)c(OC)c2)cc(OC)c1O | 2% | 4% | 3 | 8% | -15 | -0.6% | 1% | ? | -3% | -1% | 3%
COc1ccccc1-c1noc(-c2ccncc2)n1 | 5% | 9% | 0 | 0% | -10 | -0.4% | -14% | ? | 1% | -1% | -2%
COc1ccc([N+](=O)[O-])cc1COc1ccc2c(-c3ccccc3)cc(=O)oc2c1 | 1% | 12% | · | 1% | 6 | 0.1% | -5% | 1% | -1% | -5% | 0%
CC1Cc2ccccc2N1S(=O)(=O)c1cccc(C(=O)N2Cc3ccccc3CC2C(N)=O)c1 (stereo not drawn) | 2% | -16% | · | · | -13 | 0.4% | · | -5% | -3% | · | -2%
Cn1cc(/C=C/c2cc[n+](C)cc2)c2cc(F)ccc21 | 4% | -96%[inhibitor] | -17 | ? | -6 | -0.7% | · | 6% | 14% | -1% | ?
COc1ccc(/C=C/C(=O)C(C)(C)C)cc1OC | -2% | 12% | 1 | 5% | 13 | 0.3% | -3% | ? | 4% | 1% | 3%
c1ccc2c(c1)CC1(CCCC1)n1nnnc1-2 | 1% | -10% | 0 | -2% | 6 | -0.7% | 0% | ? | 5% | 0% | -6%
C[C@@H]1O[C@@H](O[C@@H]2[C@@H](O)[C@H](OCCc3ccc(O)c(O)c3)O[C@H](CO)[C@H]2OC(=O)/C=C/c2ccc(O)c(O)c2)[C@H](O)[C@H](O)[C@H]1O | 1.7µM* | -2% | · | · | 13 | -0.8% | · | 0% | 6% | · | -6%
COC(=O)C1=C(C)N(Cc2ccccc2)C(=NCc2ccc3c(c2)OCO3)N[C@H]1c1ccccc1 | 1%&-2% | -8% | 3 | -3% | 5 | 0.3%&-0.5% | -1% | 0%&0% | 7% | · | -3%
COCCn1c(SCC(=O)N2CCCC2)nnc1-c1ccco1 | 3% | 12% | -2 | -1% | -18 | -0.2% | · | -6% | -2% | 0% | -1%
